HCV inh – qHTS Assay for Inhibitors of Hepatitis C Virus (HCV). Huh7.5.1 HCVcc-Cre infection, luciferase reporter, 44 h. 3.4% of 340,000 active. Potency, µM (doses to about 41.8 µM), inactives show at the highest dose activity change, negative = inhibition, actives largely listed as inhibitors
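HCVcc-Cre virus at an moi near 0.5 was added right after compound to cells cultured 4 h from seeding (1,000 cells/well). Luciferase activity was determined 44 h later, 15 min after substrate addition at RT.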
Pf growth 96h – Primary qHTS for delayed death inhibitors of the malarial parasite plastid, 96 hour incubation; P. falciparum luciferase reporter growth, 96 h; Potency, µM (highest dose often 28.7 µM), for inactives: top-dose activity change, negative = inhibition, hits mostly inhibitors; 6.9% of 320,000 active
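Plates of compound plus infected erythrocytes (2% hematocrit, 0.05% parasitemia final) incubate 96 hours, 37 C, 5% CO2. Detection reagent added; reduced luminescence from the parasites' luciferase reporter flags inhibition.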
Sm TGR inh – qHTS Assay for the Inhibitors of Schistosoma Mansoni Peroxiredoxins; purified TGR, DTNB reduction, TNB absorbance 405 nm; Potency, µM (series often up to 114 µM), without a hit: at the highest dose activity change, negative = inhibition, actives largely listed as inhibitors; 3% of 360,000 active; AID 485364, 2010; further: nearly all actives have a fitted effect of over 60% in size
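Kinetic colorimetric format: TGR-catalysed, NADPH-driven DTNB reduction monitored via TNB absorbance. Enzyme dispensed at 20 nM; compound exposure 15 min at room temperature before reaction start.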
TbPYK inhibitor – qHTS of Trypanosoma Brucei Inhibitors. pyruvate kinase (Trypanosoma brucei), Q57TT1. TbPYK enzyme, Kinase-Glo Plus ATP luminescence, 45 min. Potency, µM (doses to about 76.8 µM), without a hit: at the top dose activity, negative = inhibition, most hits filed as inhibitors. 0.12% of 410,000 active. AID 624173, 2012; further: nearly all actives have a fitted effect of over 50% in size
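In this concentration-response screen, enzyme-free wells defined baseline while DMSO plates tracked drift. Each reaction combined TbPYK, substrate, compound and 130 uM ADP for 45 min at room temperature. Kinase-Glo Plus luminescence gave the signal.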
Pf growth 48h – Primary qHTS for delayed death inhibitors of the malarial parasite plastid, 48 hour incubation; P. falciparum luciferase growth in erythrocytes, 48 h; Potency, µM (series often up to 28.7 µM), without a hit: at the top dose activity change, negative = inhibition, most hits filed as inhibitors; 5.9% of 310,000 active; AID 504832, 2011
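Growth was read as firefly luciferase luminescence after a 48 h, 37 C, 5% CO2 exposure of compounds to reporter-bearing P. falciparum cultures (0.1% parasitemia, 2% hematocrit final) in Albumax-supplemented RPMI 1640.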
LmPK inh – qHTS Assay for Inhibitors of Leishmania Mexicana Pyruvate Kinase (LmPK); purified LmPK, Kinase-Glo ATP luminescence, 1 h; Potency, µM (titrated, usually from 57.5 µM), inactives show at the top dose activity change, negative = inhibition, hits mostly inhibitors; 0.37% of 290,000 active; AID 1721, 2009
Target sequence (Q27686 whole entry, looked up): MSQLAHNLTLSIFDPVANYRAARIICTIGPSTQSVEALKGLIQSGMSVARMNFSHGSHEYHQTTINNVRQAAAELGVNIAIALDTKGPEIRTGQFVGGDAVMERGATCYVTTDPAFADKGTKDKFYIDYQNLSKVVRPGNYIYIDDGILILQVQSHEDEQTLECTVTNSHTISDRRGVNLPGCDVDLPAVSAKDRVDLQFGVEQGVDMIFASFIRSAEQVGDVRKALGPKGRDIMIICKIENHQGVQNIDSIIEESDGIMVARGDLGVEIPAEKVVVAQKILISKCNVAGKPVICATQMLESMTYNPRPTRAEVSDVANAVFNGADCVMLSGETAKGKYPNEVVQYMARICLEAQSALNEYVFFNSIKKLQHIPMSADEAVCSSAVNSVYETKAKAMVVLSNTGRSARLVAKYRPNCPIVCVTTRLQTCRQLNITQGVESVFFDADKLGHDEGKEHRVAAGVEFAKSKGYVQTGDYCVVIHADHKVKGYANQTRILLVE
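Purified LmPK (0.1 nM) converted ADP (0.1 mM) to ATP with PEP (0.5 mM) in imidazole buffer pH 7.2 with KCl and MgCl2, 1 h at room temperature. ATP was read by Kinase-Glo luminescence; data normalized to uninhibited and no-enzyme controls.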
* hit, by the source's call; ? = inconclusive; · = not tested or not shown; & = joins results of further samples; [ ] = remark or other dose. The call rests on the fitted dose curve; in most records, active means well fitted curve in the direction sought with a large enough effect; inconclusive means small, poorly fitted or top-dose-only effect, or another doubt; inactive means no such curve, though single readings can be large; an effect the other way counts as inactive or inconclusive. On the % scale 0 is the no-effect control and ±100 the full control effect; potency means the concentration at half of the fitted maximal effect.

Screens by letter – A = HCV inh; B = Pf growth 96h; C = Sm TGR inh; D = TbPYK inhibitor; E = Pf growth 48h; F = LmPK inh
> O=[N+]([O-])c1ccc(N2CCCCCC2)c2ncccc12
  A: ?	B: ?	C: ·	D: -5%	E: 5%	F: 3%
> Cc1cc(C)c(CN2CCC(n3nccc3NC(=O)CCOc3ccccc3)CC2)cc1C
  A: ?	B: 13µM*	C: -10%	D: -2%	E: ?	F: 5%
> CCOC(=O)N1CCN(C(=O)c2ccc(N(Cc3ccc(Cl)cc3)S(C)(=O)=O)cc2)CC1
  A: -18%	B: -6%	C: 20%	D: 1%	E: ?	F: -4%
> COc1ccc(CCNC(=O)COC(=O)Cc2cccc3ccccc23)cc1
  A: -26%	B: ?	C: 1%	D: 4%	E: -1%	F: 0%
> CCCCCCCCc1nc(=S)[nH][nH]1
  A: -4%	B: 10%	C: -29%	D: -21%	E: -7%	F: 5%
> COCCN(CCOC)Cc1c(C)[nH]c2c(C)c(C)ccc2c1=O
  A: 1%	B: -28%	C: -3%	D: -11%	E: -2%	F: -6%
> CCOC(=O)C1CCN(C(=O)CCNC(=O)Cn2ccc3ccccc3c2=O)CC1
  A: ?	B: 36%[activator]	C: -22%	D: 0%	E: -7%	F: -4%
> COc1ccc2c(c1)OC[C@H]1[C@H]2N2C(=O)CN(C)C(=O)[C@@]2(C)[C@H]1c1ccccc1
  A: 1%	B: ?	C: -9%	D: 0%	E: 25%	F: ·
> O=C(NCc1cccnc1)C(=O)Nc1ccc([N+](=O)[O-])cc1
  A: -4%	B: ?	C: -1%	D: 6%	E: 31%[activator]	F: 1%
> Cc1ccc(C)c(NC(=O)CN2C(=O)COc3ccc(S(=O)(=O)N4CCCC4)cc32)c1
  A: 1%	B: 25%	C: -2%	D: -2%	E: ?	F: -5%
> CC(C)(C)S(=O)(=O)/C(C#N)=C/c1sccc1C1OCCO1
  A: -16%	B: 15%	C: 4%	D: -4%	E: 128%[activator]	F: -3%
> CCC(NC(=O)CCc1nnc(-c2cc(C)on2)o1)C12CC3CC(CC(C3)C1)C2 (stereo not given)
  A: 21%	B: 9%	C: 5%	D: -9%	E: ?	F: 6%
> CCc1ccc(N2C(=O)CC(N3CCC(C(=O)OC)CC3)C2=O)cc1 (stereo not given)
  A: 22%	B: ·	C: 56µM*	D: 1%	E: -1%	F: -4%
> CC(=O)NNC(=O)c1csc(-c2csc(C)n2)n1
  A: 28%	B: -4%	C: 12%	D: 0%	E: 0%	F: -7%
> CC(=O)N1CCc2c(sc(NC(=O)CCS(=O)(=O)c3ccccc3)c2C(N)=O)C1
  A: ?	B: -27%	C: -2%	D: 1%	E: ?	F: -3%
> CN(Cc1ccon1)C(=O)CC1C(=O)NCCN1CC1CCCCC1 (stereo not given)
  A: 2%	B: 6%	C: -15%	D: -6%	E: 17%	F: 3%
> O=C(CCn1nnc(-c2cccs2)n1)NCc1ccccc1Cl
  A: 12%	B: ·	C: 10%	D: 1%	E: -2%	F: -2%
> CN(C)S(=O)(=O)N1CCN(c2ccccc2Cl)CC1
  A: 17%	B: 49%[activator]	C: 4%	D: -2%	E: ·	F: 2%
> Cc1nnc(C)n1N1C(=O)c2cccc3cccc(c23)C1=O
  A: 8%	B: -14%	C: -26%	D: -5%	E: 33%[activator]	F: -2%
> CCn1c(Cc2ccccc2)nnc1SCC(=O)Nc1nc(C)c(C)s1
  A: -10%	B: ·	C: -18%	D: 4%	E: 14%	F: 3%

Gathered by group: the entries above with two or more sulfur atoms
Screens by letter – A = HCV inh; B = Pf growth 96h; C = Sm TGR inh; D = TbPYK inhibitor; E = Pf growth 48h; F = LmPK inh
> CC(C)(C)S(=O)(=O)/C(C#N)=C/c1sccc1C1OCCO1
  A: -16%	B: 15%	C: 4%	D: -4%	E: 128%[activator]	F: -3%
> CC(=O)NNC(=O)c1csc(-c2csc(C)n2)n1
  A: 28%	B: -4%	C: 12%	D: 0%	E: 0%	F: -7%
> CC(=O)N1CCc2c(sc(NC(=O)CCS(=O)(=O)c3ccccc3)c2C(N)=O)C1
  A: ?	B: -27%	C: -2%	D: 1%	E: ?	F: -3%
> CCn1c(Cc2ccccc2)nnc1SCC(=O)Nc1nc(C)c(C)s1
  A: -10%	B: ·	C: -18%	D: 4%	E: 14%	F: 3%

(cont.)
Screens by letter – A = HCV inh; B = Pf growth 96h; C = Sm TGR inh; D = TbPYK inhibitor; E = Pf growth 48h; F = LmPK inh
> CN1N=C(C(F)(F)F)CC1=O
  A: 14%	B: -18%	C: 5%	D: 3%	E: 57%[activator]	F: -3%
> CCc1ccc(C(=O)NNC(=O)CCN2CCN(Cc3ccccc3)CC2)cc1
  A: -5%	B: 38%[activator]	C: 6%	D: 0%	E: 2.3µM*	F: 2%
> C=CCOC(=O)C1=C(C)NC(=O)NC1c1ccc2c(c1)OCO2 (stereo not given)
  A: 9%	B: ?	C: ?	D: -7%	E: -25%	F: -7%
> CCCCCC1CC(CC#CCN2CCOCC2)C(=O)O1 (stereo not given)
  A: -8%	B: 12%	C: 22µM*	D: 3%	E: 12%	F: -8%
> CC(=O)c1c(C)[nH]c(C(=O)COC(=O)CCSc2ccccc2)c1C
  A: 5%	B: 15%	C: 1%	D: 7%	E: 10%	F: 3%
> CCc1ccc(S(=O)(=O)N2CCN(C(=O)c3cccnc3)CC2)cc1
  A: 6%	B: -16%	C: 7%	D: -4%	E: 10%	F: 7%
> CCOC(=O)c1[nH]nc(C(=O)c2ccc(Br)cc2)c1O
  A: 13%	B: 15%	C: -26%	D: -2%	E: 0%	F: -2%
> Cc1cccc(N2CCN(CCCNC(=O)C3CCCN(c4ncnc5c4nc4n5CCCCC4)C3)CC2C)c1 (stereo not given)
  A: ?	B: ?	C: -7%	D: -3%	E: ?	F: 1%
> O=C(NCCc1c[nH]c2ccccc12)C1Cc2ccccc2CN1C(=O)c1ccco1 (stereo not given)
  A: -11%	B: ?	C: 0%	D: 0%	E: ?	F: -3%
> CCc1nc(SCC(=O)Nc2ccccc2)c2c(=O)n(C)c(=O)n(C)c2n1
  A: ?	B: 0%	C: -22%	D: 2%	E: 97%[activator]	F: -8%
> COc1ccc(C(CC(=O)Nc2cc(OC)cc(OC)c2)n2cccc2)cc1 (stereo not given)
  A: ?	B: ?	C: -18%	D: 1%	E: 13µM*	F: -1%
> O=C(c1sc2ccccc2c1Cl)N1CCN(CCc2ccccn2)CC1
  A: 8%	B: -10%	C: 2%	D: -2%	E: ?	F: -1%
> CCOc1ccccc1C(=O)NC1CCN(Cc2ccccc2)CC1
  A: -19%	B: ?	C: 4%	D: 4%	E: ?	F: 3%
> COc1ccccc1CNS(=O)(=O)c1cc2c3c(c1)CCN3C(=O)CC2
  A: -10%	B: 6%	C: -3%&1%	D: -2%&-3%	E: ?	F: ·
> CCCCOc1ccc(C(=O)NCC(=O)NCC(c2cccs2)N2CCOCC2)cc1 (stereo not given)
  A: -2%	B: -12%	C: -7%	D: -8%	E: ?	F: ·
> CCc1nnc(NC(=O)CCC(=O)NC2CC2)s1
  A: 12%	B: -4%	C: -11%	D: 13%	E: 0%	F: -10%
> C/C(=N\N1CCN(c2ccccc2)CC1)c1cccs1
  A: ?	B: 34%[activator]	C: 0%	D: 5%	E: 7%	F: 4%
> COc1ccccc1C(=O)Nc1nnc(-c2ccc(F)cc2)s1
  A: 1%	B: ?	C: 1%	D: 3%	E: 6%	F: -5%
> COc1ccc(C([O-])=Nc2ccc[n+](-c3nc4ccccc4nc3NS(=O)(=O)c3ccccc3)c2)cc1
  A: ·	B: 13µM*	C: -2%	D: ·	E: 2.6µM*	F: 4%
> O=C(C1CCN(Cc2ccccc2)CC1)N1CCN(C/C=C/c2ccccc2)CC1
  A: ?	B: -13%	C: -15%	D: 11%	E: -25%	F: -6%

Given in CSV form: two of the compounds above
smiles,HCV inh,Pf growth 96h,Sm TGR inh,TbPYK inhibitor,Pf growth 48h,LmPK inh
CCc1nnc(NC(=O)CCC(=O)NC2CC2)s1,12%,-4%,-11%,13%,0%,-10%
C/C(=N\N1CCN(c2ccccc2)CC1)c1cccs1,?,34%[activator],0%,5%,7%,4%

More structures follow.
Screens by letter – A = HCV inh; B = Pf growth 96h; C = Sm TGR inh; D = TbPYK inhibitor; E = Pf growth 48h; F = LmPK inh
> COc1ccc(CN(C(=O)c2snc(C(N)=O)c2N)C(C)C(=O)NCc2ccc(F)cc2)cc1 (stereo not given)
  A: ?	B: ?	C: 16%	D: 0%	E: ?	F: -1%
> CCC(C)[C@H](NC(=O)N1CC(=O)Nc2ccccc21)C(=O)N[C@H](C(=O)O)c1ccccc1 (stereo not given in full)
  A: 9%	B: 6%	C: -9%	D: 2%	E: 0%	F: 1%
> CCOc1ccc(-c2nc(N)nc(C)c2-c2ccc(Cl)cc2)c(O)c1
  A: ?	B: ?	C: -2%	D: 8%	E: ?	F: 9%
> COc1ccc(NS(=O)(=O)c2ccc(C)c(C(=O)NCc3cccnc3)c2)cc1
  A: 11%	B: 24%	C: 1%	D: -2%	E: 8%	F: -9%
> NNC(=O)C1CC1(c1ccccc1)c1ccccc1 (stereo not given)
  A: 15%	B: ?	C: 15%	D: 3%	E: ?	F: 1%
> CCOC(=O)N1CCN(CCC(=O)Nc2cc(C)ccc2OC)CC1
  A: 2%	B: 0%	C: ?	D: 4%	E: -59%	F: -6%
> O=C(c1ccccc1-n1cccn1)N1CCc2c([nH]c3ccccc23)C1c1ccccn1 (stereo not given)
  A: -8%	B: 4.7µM*	C: -2%	D: -1%	E: ?	F: 2%
> CN(CC(=O)Nc1ccc(F)c(F)c1F)C(=O)CC1OC(=O)c2ccccc21 (stereo not given)
  A: ?	B: 60%[activator]	C: -2%	D: 5%	E: -10%	F: ·
> Cc1cccc(N=C2Sc3nc4c(C)c(C)ccc4cc3CN2CCN2CCOCC2)c1
  A: 13µM*	B: 7.4µM*	C: -11%	D: -3%	E: 12µM*	F: 10%
> CSCCC(NS(=O)(=O)c1ccc(Cl)cc1)C(=O)O (stereo not given)
  A: 12%	B: 29%	C: -1%	D: 0%	E: 7%	F: 3%
> COc1ccc(NC(=O)CS(=O)CC(=O)NCc2cccc(C(F)(F)F)c2)cc1 (stereo not given)
  A: -25%	B: -56%	C: 3%	D: 0%	E: -6%	F: 8%
> Clc1ccc(N=c2ssnc2Cl)nc1
  A: -3%	B: -3%	C: 2%	D: ?	E: ?	F: 2%
> CCN1c2cccc3cccc(c23)S1(=O)=O
  A: ?	B: ·	C: 1%	D: 1%	E: -13%	F: 4%
> COCCCNC(=O)c1c(N)n(-c2ccccc2)c2nc3ccccc3nc12
  A: 13µM*	B: ?	C: -16%	D: -8%	E: ?	F: 5%
> COc1ccc(-c2[nH]c(-c3cccc(OC)c3)nc2SCC(=O)NCc2ccco2)cc1
  A: 11µM*	B: ?	C: -2%	D: 0%	E: ?	F: 3%
> N/C(=N\OC(=O)c1cccc2ccccc12)c1cccc([N+](=O)[O-])c1
  A: ?	B: 78%[activator]	C: -26%	D: -1%	E: 56%[activator]	F: 2%
> Cc1csc(SCC(=O)Nc2ccccc2[N+](=O)[O-])n1
  A: -7%	B: 32%[activator]	C: -7%	D: 1%	E: 44%[activator]	F: 0%
> O=C(NC(=S)Nc1ccc(CN2CCCCC2)cc1)c1cccc(OCc2ccccc2)c1
  A: ?	B: ?	C: -34%	D: 2%	E: ?	F: -1%
> COc1ccc(NC(=O)CC2C(=O)N(C)C(=S)N2CCc2ccccc2F)cc1 (stereo not given)
  A: ?	B: 12%	C: ·	D: 2%	E: -19%	F: 0%
